From PubChem BioAssay
TbPYK inhibitor = inhibitors of Trypanosoma brucei pyruvate kinase; Potency, µM (highest dose often 76.8 µM), for the others: top-dose activity, negative = inhibition, actives largely listed as inhibitors; TbPYK enzyme, Kinase-Glo Plus ATP luminescence, 45 min; 410,000 compounds, 0.12% hits; Q57TT1; active means well fitted inhibition curve with a large enough effect; inconclusive means small, poorly fitted or top-dose-only effect; further: nearly all actives have a fitted effect of over 50% in size
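Luminescence from Kinase-Glo Plus, added after a 45-minute room-temperature reaction, served as the end-point read-out. The enzyme and substrate were preincubated with compound before ADP (130 uM final) initiated turnover. Concentration-effect curves came from normalized qHTS data.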
* = called active by the depositor; ? = inconclusive; [ ] = remark or other dose. On the % scale 0 is the no-effect control and ±100 the full control effect; potency means the concentration at half of the fitted maximal effect. An excerpt. The share of hits here may be higher or lower than overall.

No.	SMILES	TbPYK inhibitor
1	C[C@H]1CN([C@@H](C)CO)C(=O)CCCn2nncc2CO[C@@H]1CN(C)C(=O)c1ccc2ccn(C)c2c1	9%
2	COc1ccc(NC(=O)C2(C)Cc3c(-c4ccc(N(C)C)cc4)ccnc3O2)cc1OC (stereo unspecified)	-4%
3	COCCN1C[C@@H](CO)O[C@@H](n2cnc3c(N(C)C)ncnc32)C1	-2%
4	Fc1ccc2nc(-c3ccccc3)ccc2c1	0%
5	OC(c1ccc(Cl)c(Cl)c1)c1ncc(-c2ccc(Cl)cc2)[nH]1 (stereo unspecified)	3%
6	C[C@@H]1CN([C@@H](C)CO)C(=O)CCCn2nncc2CO[C@H]1CN(C)C(=O)c1cc(-c2ccccc2)on1	6%
7	Nc1[nH]c(C(=O)c2ccccc2)c(-c2ccc(Cl)cc2Cl)c1C(=O)NCCc1c[nH]c2ccccc12	5%
8	COC(=O)N1CCCC(c2cc(C(=O)Nc3ccccc3Cl)no2)C1 (stereo unspecified)	4%
9	O=C(c1csnn1)N1CCC2(CC1)CCN(C(c1ccccc1)c1ccccc1)CC2	5%
10	Cc1cccc(-c2cnc3cccnn23)c1	5%
11	O=C(CC[C@H]1O[C@@H](n2ccc(=O)[nH]c2=O)[C@H](O)[C@@H]1O)NCc1ccccc1	-7%
12	COc1cccc(Nc2nc(C(N)C3CCCCC3)cs2)n1 (stereo unspecified)	3%
13	CCCCN(C=O)c1c(CC)nc2c(OCc3ccccc3C(=O)OC)cccn12	1%
14	CCc1nc2ccc(C(=O)Nc3cccc(OCC(=O)N(C)C)c3)cn2c1N(C)C(=O)c1cccc(OC)c1	2%
15	CC(=O)Nc1ccc(-c2ccnc3c2CC(C(=O)Nc2cccc(C(C)=O)c2)O3)cc1 (stereo unspecified)	-12%
16	COC(=O)[C@@]1(C(C)C)N=C(c2cc(OC)c(OC)c(OC)c2)[C@]2(O1)C(=O)N(C)c1ccc(Cl)cc12	0%
17	O=C(NCc1ccccc1)[C@@H]1CCCN1C(=O)[C@@H]1CCCN1C(=O)c1ccc(Cl)cc1Cl	-6%
18	Cc1cccc(N(CC(=O)N2CCCC2)S(C)(=O)=O)c1C	-10%
19	Cc1cccc(-c2[nH]ncc2-c2ccc3ncccc3n2)n1	2%[157 µM]
20	C[C@@H]1CN([C@@H](C)CO)C(=O)CCCn2nncc2CO[C@H]1CN(C)C(=O)C1CC1	10%
21	CNc1cccc(-c2cc(OC)ccc2OC)n1	-8%
22	COc1ccc(S(=O)(=O)N2CCCOC2CNC(=O)C(=O)NCc2ccccc2C)cc1 (stereo unspecified)	-11%
23	O=C(OCc1cn([C@@H]2CN(C(=O)C3CCCCC3)[C@@H](c3ccccc3)C[C@H]2O)nn1)c1ccccc1	-3%
24	CCCC(=O)N1CCCC(c2cc(C(=O)Nc3ccccc3)no2)C1 (stereo unspecified)	?
25	C[C@@H]1CN([C@@H](C)CO)S(=O)(=O)c2ccc(Br)cc2O[C@@H]1CN(C)C(=O)c1ccccn1	0%
26	O=c1c2ccccc2nnn1CCc1ccccc1	-13%
27	O=C(Nc1ccc(Cl)c(C(F)(F)F)c1)C1Cc2c(-c3ccccc3)ccnc2O1 (stereo unspecified)	-7%
28	O=C1CCCN1CCCNc1nc(NCc2cccs2)nc2ccsc12	-5%
29	O=C(Nc1cccc(F)c1)N1CCC2(CC1)CCN(C(=O)c1ccco1)CC2	-6%
30	C[C@@H](c1ccccc1)N1C[C@H](COCc2ccccc2)Oc2cc(N3CCC[C@H]3C(N)=O)ccc2S1(=O)=O	-3%

3 compounds from above, arranged by number of heavy atoms, falling.
No.	SMILES	TbPYK inhibitor
7	Nc1[nH]c(C(=O)c2ccccc2)c(-c2ccc(Cl)cc2Cl)c1C(=O)NCCc1c[nH]c2ccccc12	5%
26	O=c1c2ccccc2nnn1CCc1ccccc1	-13%
10	Cc1cccc(-c2cnc3cccnn23)c1	5%

More results:
No.	SMILES	TbPYK inhibitor
31	COC(=O)c1ccc(CC2(C)C(=O)Nc3ccc(-c4cccc(C(F)(F)F)c4)cc32)o1 (stereo unspecified)	2%
32	CCN(C1CCCCC1)S(=O)(=O)CCNC(=O)c1ccc(OC)cc1	5%
33	COc1ccc2c(c1)CCO[C@]21O[C@H](CCO)C[C@H](O)[C@H]1O	4%
34	Cc1ccccc1S(=O)(=O)N(C)C[C@@H]1OCc2cnnn2CCCC(=O)N([C@H](C)CO)C[C@@H]1C	-3%
35	CCNC(=O)C1(C)CCN(C(=O)CCc2ccccc2)C1 (stereo unspecified)	-5%
36	COc1ccc(CNC(=O)N2CCc3nc(Nc4cc(OC)c(OC)c(OC)c4)ncc3C2)cc1	3%
37	O=C(Cn1cc(C(F)(F)F)ccc1=O)Nc1ccc2c(c1)OCO2	3%
38	CCC[C@H]1CN(c2ccc(Br)cc2)C(=O)[C@@H]1CC(=O)Nc1ccccc1	-2%
39	CN1CCC2(CC1)CCN(C(=O)c1ccco1)CC2	2%
40	O=C1NC(O)(c2ccccc2)Oc2ccccc21 (stereo unspecified)	7%
41	CN(C)Cc1ccccc1CNC(=O)c1ccc(Cl)c(S(=O)(=O)NC2CC2)c1	4%
42	CC(C)N(C)c1ncnc2c1ncn2[C@H]1CN(Cc2ccc(F)cc2)C[C@@H](CO)O1	0%
43	Cc1cc2nc(-c3cccc(Br)c3)c(Cc3ccccc3)n2c(C)c1Br	4%
44	COc1ccc(Cl)cc1S(=O)(=O)NC(C)c1cnn(-c2ccccn2)c1C (stereo unspecified)	-9%
45	O=C1NC[C@H](CCCCN2C[C@@H](Cc3ccccc3)N(CCC3CCCCC3)C(=O)C2=O)N(CCC2CCCCC2)C1=O	-3%
46	COc1cccc(CN2CCC(C)(Oc3cccc(Cl)c3)C2)c1OC (stereo unspecified)	-4%
47	C[C@H]1CN([C@@H](C)CO)C(=O)CCCn2nncc2CO[C@@H]1CN(C)S(=O)(=O)c1ccc2ccccc2c1	6%
48	CC(=O)c1cccc(-c2ccnc3c2CC(C(=O)Nc2cccc(C(F)(F)F)c2)O3)c1 (stereo unspecified)	-13%
49	COc1ccccc1Cc1c(-c2ccco2)nc2cc(C)c(Br)c(C)n12	-3%
50	CC1CCN(C(=O)CSc2nnc(-c3ccco3)n2N)CC1	-11%
51	Cc1cc(C)c(C#N)c(Sc2nc(C)c([N+](=O)[O-])c(C)c2C#N)n1	-1%
52	Cc1cc(Cl)ccc1OCC(=O)OCC(=O)Nc1ccc(Cl)cn1	7%
53	CCc1nc2ccc(C(=O)NCc3ccccc3OC)cn2c1N(C=O)CCC(C)C	2%
54	CC(C)(C)CN1C(=O)C(=O)NC[C@@H]1CC1CCCCC1	8%
55	CCc1nc2ccc(C(=O)NCCN3CCNC3=O)cn2c1N(CCC(C)C)CCN(C)C	1%
56	O=C(CSc1nnc(-c2cccnc2)o1)Nc1ccc(F)cc1	2%
57	O=C(Nc1ccccc1)N1CCCC2(CCN(C(=O)c3ccco3)CC2)C1	-8%
58	COc1ccc(Cc2nc3ccc(C(=O)NC4CCOC4)cc3o2)cc1OC (stereo unspecified)	-2%
59	[O-][N+](=Cc1c(Cl)cccc1Cl)CC1(O)CCCCC1	-7%
60	CCCCCCCCN1C(=O)[C@H](CC(=O)N2CCCCC2)C[C@@]2(C(=O)OCC)CCCC=C12	5%

No.	SMILES	TbPYK inhibitor
61	Cc1cc(OC(C)C(=O)NC2CC(C)(C)NC(C)(C)C2)c2c(C)c(C)c(=O)oc2c1 (stereo unspecified)	-2%
62	CCc1cc(C(=O)OCC(=O)NCCc2ccccc2)sc1C	-9%
63	CC(=O)c1cccc(NC(=O)C2Cc3c(-c4ccco4)ccnc3O2)c1 (stereo unspecified)	-11%
64	COC(=O)[C@]12CCCCC=C1N(Cc1cccc3ccccc13)C(=O)[C@H](CC(=O)N1CCSCC1)C2	-1%
65	Cc1cc2cc3n(c2nn1)N=C(Cl)CC3	1%
66	O=C(C[n+]1cccc(C(=O)Nc2ccccc2)c1)c1ccccc1	-12%
67	CCOc1ccc(N=C(C)Nc2ccc(OCC)cc2)cc1	-2%
68	COc1cccc(CNC(=O)[C@@H]2CCCN2C(=O)OC(C)(C)C)c1	-16%
69	C[C@@H]1CN([C@@H](C)CO)C(=O)CCCn2cc(nn2)CO[C@H]1CN(C)S(=O)(=O)c1cccc(F)c1	6%
70	CSc1ccc(NC(=O)C2(C)CCN2C(=O)c2cc(C)n(C)n2)cc1 (stereo unspecified)	1%
71	Cc1ccc(-c2nc3ccc(C)cn3c2Cc2ccsc2)cc1	-1%
72	CC(C)C[C@H]1CNC(=S)N1C[C@H]1CCCN1C[C@H](Cc1ccc(O)cc1)N1C[C@H](Cc2ccccc2)N(CCc2ccccc2)C1=S	-4%
73	O=C(NCc1ccncc1)[C@@H]1CCCN1C(=O)[C@H]1CCCN1	-6%
74	CCCCNC(=O)C1(C)CCCCN1Cc1ccc(OCc2ccccc2)cc1 (stereo unspecified)	-3%
75	COC(=O)C1CCN(C2CN(C3CCCCC3)S(=O)(=O)C2)CC1 (stereo unspecified)	4%
76	Fc1ccc(-c2nc3ccc(Cl)cn3c2Cc2ccsc2)cc1	-10%
77	CCc1ccc(/C=C2\SC(=S)N(CCCC(=O)N(CCO)c3ccccc3)C2=O)cc1	-5%
78	CCn1c(=O)c2[nH]c(SC)nc2n(CC)c1=O	3%
79	CC(O)C(NC(=O)OCc1ccccc1)C(=O)NCC(=O)NCC(=O)OCc1ccccc1 (stereo unspecified)	-1%
80	CC(=O)c1cccc(-c2cnc3c(NC=O)cc(-c4ccc(C(=O)N5CCOCC5)cc4)cn23)c1	3%
81	CCOc1ccc2oc(C(=O)Nc3ccc(C)cn3)c(C)c2c1	0%
82	CN(C(=S)NC(=O)C1CCCC1)c1ccccc1	-10%
83	N#Cc1c(Cl)cccc1N1CCSCC1	-3%
84	O=c1c2cc(C(F)(F)F)ccc2sn1-c1ccccc1	7.1µM*
85	O=C(c1ccncc1)N1CCC2(CCCN(Cc3ccncc3)C2)CC1	-5%
86	CCOC(=O)[C@]12CCC=C1N(Cc1ccc(Cl)cc1Cl)C(=O)[C@H](CC(=O)N1CCSCC1)C2	3%
87	COc1ccccc1Cc1c(-c2ccc(Cl)cc2)nc2c3ccccc3ccn12	-10%
88	CCOC(=O)C1=C(C)NC(C)=C(C(=O)OCC)C1c1cccc([N+](=O)[O-])c1	-4%
89	O=[N+]([O-])c1ccc(N2CCOCC2)c2c1no[n+]2[O-]	-15%
90	CCOC(=O)C1(C)CCN1C(=O)c1cc(C)oc1C (stereo unspecified)	-6%

Shown as labelled records: entries from further up
[63] CC(=O)c1cccc(NC(=O)C2Cc3c(-c4ccco4)ccnc3O2)c1 (stereo unspecified)
  TbPYK inhibitor = -11%

[64] COC(=O)[C@]12CCCCC=C1N(Cc1cccc3ccccc13)C(=O)[C@H](CC(=O)N1CCSCC1)C2
  TbPYK inhibitor = -1%

Values in list order from the list:
Compounds 62 to 70 in TbPYK inhibitor: -9%, -11%, -1%, 1%, -12%, -2%, -16%, 6%, 1%

Later entries
No.	SMILES	TbPYK inhibitor
91	COc1ccc(Oc2ncc3ncc(=O)n(Cc4cccc(OC)c4)c3n2)cc1	-3%
92	COc1cccc(-c2cnc3c(NC(C)=O)cc(-c4cccc(NS(C)(=O)=O)c4)cn23)c1	-7%
93	CC(=O)N1CCC2(CC1)CCN(C(=O)Nc1cccc(C#N)c1)CC2	0%
94	FC(F)C(F)(F)Oc1cccc(Nc2nccn3c(-c4ccc5ccccc5c4)cnc23)c1	-5%
95	CC(C)CC#Cc1ccc2c(c1)O[C@H](CN(C)C(=O)Nc1ccccc1)[C@@H](C)CN([C@H](C)CO)S2(=O)=O	1%
96	NS(=O)(=O)c1ccc(CCNC(=O)c2cccc(S(=O)(=O)N3CCc4ccccc43)c2)cc1	-4%
97	COC(=O)C1(C)CCCC2(C)c3cc(OC)ccc3C(=O)C(Br)C12 (stereo unspecified)	-6%
98	O=C(c1cccc(F)c1)N1CCC2(CCCN(c3ccc(-c4ccccc4)cc3)C2)CC1	19%
99	C[C@@H]1CN([C@@H](C)CO)C(=O)CCCn2nncc2CO[C@H]1CN(C)S(=O)(=O)c1cccc(C#N)c1	-2%
100	Cc1cccc(C)c1NC(=O)CN1CCN(C(=O)CNC(=O)c2ccc(-c3ccccc3)cc2)CC1	-1%
101	Cc1ccc(NC(=O)c2cc(-c3cc(F)ccc3OCC3CCCO3)n[nH]2)cc1NS(C)(=O)=O (stereo unspecified)	-8%
102	COc1cc(CNC(=O)Nc2nc(C(N)CCc3ccccc3)cs2)cc(OC)c1OC (stereo unspecified)	5%
103	Cc1ccn2c(-c3csc(Nc4ccc(C(=O)O)cc4)n3)c(C)nc2c1	-4%
104	CN(C)c1ccc(C(=O)C=Cc2ccc([N+](=O)[O-])cc2)cc1	0%
105	Cn1ccc2c(-c3ccc(F)cc3)cc3c(c21)C1CCC3C1 (stereo unspecified)	-6%
106	O=C1c2ccccc2-n2nnc(-c3ccccc3)c2C2c3cc(Br)ccc3CCN12 (stereo unspecified)	2%
107	Cn1cccc1C(=O)N1CCC2(CCCN(c3ccccc3)C2)CC1	2%
108	COC(=O)C[C@@H]1C[C@H]2c3cc(NS(C)(=O)=O)ccc3O[C@H]2[C@H](CO)O1	-13%
109	O=C(c1cnccn1)N1CCC2(CCCN(Cc3ccncc3)C2)CC1	0%
110	O=C(NC(c1ccccc1)c1ccsc1)C1CCN(Cc2ccccc2)CC1 (stereo unspecified)	-10%
111	CCOc1ccc2nc(S(=O)(=O)NC(=O)C3(C)CCN3C(=O)CCc3cccs3)sc2c1 (stereo unspecified)	-7%
